# Screening results (PubChem BioAssay)
# Cav3 T inh – inhibitors of human Cav3.2 T-type calcium channel; O95180; Cav3.2-expressing cells, Fluo-4 calcium fluorescence FDSS; stronger effect = lower value; B-score at 10 µM; 100,000 tested, 4% active; AID 449739;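 active = single-dose well whose peak fluorescence ratio is a statistical outlier from its plate by either plate-standardised score or position-corrected B-score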
# Starred values were filed as active, the others as inactive. An excerpt; count on the stated rates, not on these rows.
Molecule	Cav3 T inh
COC(=O)CSc1nnc2n(-c3ccc(OC)cc3)c(=O)c3c4c(sc3n12)CCCCC4	-2
COc1ccc(OC)c(C2C(C(C)=O)=C(O)C(=O)N2CCc2ccc(OC)c(OC)c2)c1 (stereo not given)	0.4
CC(C)(C)c1ccc(C(=O)N2CCC(C(=O)NCc3ccco3)CC2)cc1	-1.6
O=C(CN1CCCCCC1=O)OCc1ncc(-c2ccccc2)o1	0.35
CCN(CC)S(=O)(=O)c1ccc(C(=O)Nc2c3c(nn2C(C)(C)C)CS(=O)(=O)C3)cc1	0.69
COC(=O)c1ccc(Oc2nc(Nc3ccccc3)nc(N(C)C)n2)cc1	-0.41
Cc1nnc2n(c1=O)C(CS(=O)(=O)c1ccccc1)CS2 (stereo not given)	0.05
CCOC(=O)c1c(C)[nH]c(C(=O)COC(=O)c2oc3ccc(OC)cc3c2C)c1C	-1.2
Cc1ccc2nc(CCc3nc4ccc(C)cc4o3)oc2c1	-0.2
CCCc1nn2c(=O)c(C(c3cccc(Cl)c3)c3c(O)nc4sc(CCC)nn4c3=O)c(O)nc2s1	0.13
CCOc1ccc(N2C(=O)NC(Cc3c[nH]c4ccccc34)C2=O)cc1 (stereo not given)	1.7
COc1ccc(-n2c(=O)cc(N3CCOCC3)[nH]c2=O)cc1	0.74
COc1ccc(NC(=O)CSc2nnc(Cc3cccn3C)n2-c2ccc(F)cc2)cc1OC	-1.7
COc1ccccc1OCCCn1c(=O)oc2ccc(C)cc21	-3.6
CC(=O)N1CCN(S(=O)(=O)c2ccc(S(=O)(=O)NCC(C)C)cc2)CC1	0.28
CCC(CC)c1nnc(NC(=O)c2ccc3ccccc3n2)s1	-1.1
Cc1nc(=O)c(-c2ccccc2)c(C)n1-c1cccc(C(=O)O)c1	-0.35
COc1ccc(N(C)C(=O)Nc2ccc3c(c2)nnn3C)cc1	0.53
O=C(c1ccc(S(=O)(=O)N2CCCC2)cc1)N1CCN(Cc2ccc3c(c2)OCO3)CC1	3.9*
COCCNC(=O)C1CC(c2cccc([N+](=O)[O-])c2)=NO1 (stereo not given)	0.11
O=C(CCCn1c(=S)[nH]c2cc3c(cc2c1=O)OCO3)N1CCN(c2ccc(Cl)cc2)CC1	-7.7*
COC(=O)c1cc(-c2ccccc2)sc1NC(=O)CN1C(=O)c2ccccc2C1=O	-1.6
COc1ccc(/C=N/Nc2ncc(-c3ccccc3)cn2)c(OC)c1	-0.7
Cc1ccccc1-c1nnc2c3ccccc3c(C)nn12	1.9
Cc1cc(C)n2c3c(c(C#N)c2n1)CCCC3	1.2
O=[N+]([O-])c1ccc(/C=N/Nc2nc(N3CCCC3)nc(N3CCCC3)n2)o1	0.26
C=CCNS(=O)(=O)c1nc(C)c(Cl)c(C)c1C#N	-0.0013
COc1cccc(-c2nc(-c3ccc(NC(=O)c4cccnc4)cc3)no2)c1	-0.16
CC(=O)c1nn(-c2cccc(Br)c2)cc1C(=O)c1ccc2ccccc2c1	-0.55
C=CCn1c(=O)c2ccccc2n2c(SCC(=O)Nc3cc(C)on3)nnc12	1.1
CCNc1nnc(CSc2nc3ccccc3s2)s1	-0.12
COc1ccc(OC)c(-n2c(SCC(C)=O)nnc2-c2cccc(S(=O)(=O)N(C)C)c2)c1	2.1
N#Cc1c(C(F)(F)F)cc(-c2ccccc2)[nH]c1=O	-2.8
CC(C)Cc1nc(SCC(=O)Nc2ccc(S(N)(=O)=O)cc2)n[nH]1	-0.08
Cc1ccc(C2=NN3C(C(=O)c4ccccc4)Oc4ccccc4C3C2)cc1 (stereo not given)	-7.3*
CCCC(=O)NC1C2CC3CC(C2)CC1C3 (stereo not given)	-0.61
Cc1cc(C(=O)CSc2nc3ccc(Cl)cc3[nH]2)c(C)n1C	0.4
O=C(Nc1ccccc1)C1=C(N2CCOCC2)/C(=C/c2cccnc2)CC1	0.049
COCCNC(=O)C(c1ccc(Cl)cc1)N(C(=O)CCC(=O)Nc1ccccn1)C1CCCC1 (stereo not given)	0.12
CCOC(=O)C1=C(C)N(CCCC(=O)O)C(=O)NC1c1ccc2ccccc2c1 (stereo not given)	0.19
CCCOc1ccc(NC(=O)C2CC(=O)N3CCCN=C3S2)cc1 (stereo not given)	1.2
CCCOc1cc(C)c(S(=O)(=O)NCCOC)cc1C	-0.14
Cc1ccccc1S(=O)(=O)Cc1ccc(C(=O)NCc2cccnc2)o1	1.1
CCn1c(CSc2nncn2-c2ccc(OC)cc2)nc2cc(S(=O)(=O)N(C)C)ccc21	1.2
CCCNC(=O)C(Cc1ccccc1)NS(=O)(=O)c1ccc2c(c1)c(=O)n(C)c(=O)n2C (stereo not given)	0.21

# 6 compounds from above, ordered by the value under Cav3 T inh, falling.
Molecule	Cav3 T inh
CCCOc1ccc(NC(=O)C2CC(=O)N3CCCN=C3S2)cc1 (stereo not given)	1.2
Cc1ccccc1S(=O)(=O)Cc1ccc(C(=O)NCc2cccnc2)o1	1.1
Cc1cc(C(=O)CSc2nc3ccc(Cl)cc3[nH]2)c(C)n1C	0.4
CC(C)Cc1nc(SCC(=O)Nc2ccc(S(N)(=O)=O)cc2)n[nH]1	-0.08
N#Cc1c(C(F)(F)F)cc(-c2ccccc2)[nH]c1=O	-2.8
Cc1ccc(C2=NN3C(C(=O)c4ccccc4)Oc4ccccc4C3C2)cc1 (stereo not given)	-7.3*

# Continuation.
Molecule	Cav3 T inh
O=C(c1csc2c1CCCCC2)N1CCN(c2ncccn2)CC1	0.1
CCCCC1=CC2=CC(=O)C(C)(OC(=O)CC)C(=O)C2=CN1c1ccccc1 (stereo not given)	-0.46
CC(C)(C)OC(=O)NCCCC[C@H](NC(=O)c1nc[nH]c1C(=O)NC1CCN(C(=O)OC(C)(C)C)CC1)C(=O)OC(C)(C)C	-3.4
NC(=S)Nc1cccc2cccnc12	-0.041
Cc1ccc(NC(=O)CSc2nc3nc(C)cc(C)c3c(=O)[nH]2)cc1	0.15
Clc1cccc(-c2nn3c(Cn4cnc5ccccc54)nnc3s2)c1	0.065
O=C(COC(=O)c1ccccc1NCc1ccco1)Nc1ccc2c(c1)OCO2	-0.53
Cc1cccc(S(=O)(=O)c2c(N)n(/N=C/c3cccnc3)c3nc4ccccc4nc23)c1	0.84
COC(=O)c1ccc(S(=O)(=O)N2CCCCCC2)cc1	0.11
COCCN(CCOC)C(=O)CC(=O)N(CCOC)CCOC	0.14
COc1cc(C2C(C#N)=C(N)Oc3cc(C)oc(=O)c32)cc2c1OCO2 (stereo not given)	-1
CCS(=O)(=O)N1Cc2ccccc2CC1C(=O)Nc1ccc(C)cc1 (stereo not given)	-0.22
Cc1nnc(SCCCOc2ccccc2)nc1C	0.19
CCSc1nc2ccccc2c(=O)n1OCC(=O)OC	0.0063
O=C1CC(c2cccc(Cl)c2)Cc2nc(N3CCN(c4ccccc4)CC3)ncc21 (stereo not given)	-0.87
O=C(c1cc([N+](=O)[O-])ccc1N1CCCCC1)N1CCCCC1	0.064
Cc1nccc2[nH]c(=O)c(C(=O)NC3CCCCC3C)cc12 (stereo not given)	1.2
CCn1c(SC)nnc1-c1c[nH]c2ccccc12	0.99
Cc1nc2cc(C(=O)OCC(=O)N(CC(C)C)C3CCS(=O)(=O)C3)ccc2n1-c1ccccc1 (stereo not given)	-0.18
O=C(c1cc(Cl)c(=O)n(Cc2ccc(Cl)cc2)c1)N1CCOCC1	0.4
Cc1ccc(CN2C(=O)[C@H]3Cc4c([nH]c5ccccc45)C(C)(C)N3C2=O)cc1	-0.97
O=C(NC12CC3CC(CC(C3)C1)C2)c1cccnc1	0.69
COc1ccccc1OCC(=O)Nc1sc2c(c1C(=O)NCC1CCCO1)CCC2 (stereo not given)	-3.3
COCCNC(=O)C1c2cc(OC)c(OC)cc2C(=O)N(C)C1c1cccnc1 (stereo not given)	0.14
Cc1cccc(NC(=S)NC(NC(=O)c2ccco2)C(Cl)(Cl)Cl)c1 (stereo not given)	-6.1*
CCOC(=O)c1cc(-c2cc3ccccc3o2)nc2c1c(=O)[nH]c(=O)n2CCOC	-0.6
CCOC(=O)NC1(NCc2ccccc2)Oc2ccccc2O1	0.29
Nc1c(Cl)cc(Cl)cc1C(=O)OCC(=O)N1CCCC1	0.32
O=C(O)C1CCCCC1C(=O)Nc1ccc(Cl)cc1Cl (stereo not given)	1.1
CCCC(=O)Nc1ccc(NC(=O)c2ccco2)c(OC)c1	1.7
CCCCCCOC(=O)C[N+](C)(C)CCOC1CC2CCC1(C)C2(C)C (stereo not given)	-0.8
O=C(Oc1cccc2c(O)cccc12)c1ccccc1	-2.8
CC1CCCCC1NC(=O)C1CCN(S(=O)(=O)c2cccc3nsnc23)CC1 (stereo not given)	0.51
CC(C)CNC(=O)CCc1c[nH]c2ccccc12	1.3
CC(O)C1CCC2C3CC[C@H]4CC(O)CCC4(C)C3CC3(OCCO3)C12C (stereo not given in full)	1
NC(=O)C1CCN(c2nnnn2-c2ccccc2)CC1	0.88
Cn1nc(CC(=O)Nc2cccnc2N2CCOCC2)c2ccccc2c1=O	0.24
COc1cc2c(cc1OC)CN(C(=O)NS(=O)(=O)c1ccc(C)cc1)CC2	-0.13
NC(=O)c1ccccc1OCC(=O)NS(=O)(=O)c1ccc(Cl)cc1	0.9
COc1ncnc2sc3c(c12)CCCC3	-1.5
Cc1nc(NC(=O)CSc2nc3cccnc3n2Cc2ccccc2)sc1C	-1.4
Cc1ccc(C(=O)C2=C(O)C(=O)N(Cc3ccccc3)C2c2cccnc2)o1 (stereo not given)	-0.39
COC(=O)c1ccc(Nc2nc(C)cc(=O)[nH]2)cc1	0.33
COc1ccc(CCNS(=O)(=O)c2ccc3c(c2)CCN3C(=O)C2CC2)cc1OC	-4.8e-05
O=C(Nc1nc(-c2ccc(Cl)s2)cs1)c1ccncc1	1.4
CC(C)(C)n1nnnc1C(c1cccnc1)N1CCN(c2ccccc2)CC1 (stereo not given)	0.62
Cc1ccccc1NC(=O)CSc1nnc(-c2ccoc2C)n1CCc1ccccc1	-2.5
CCC(=O)c1coc2ccc(O)cc12	0.17
O=[N+]([O-])c1ccc(N2CCN(Cc3ccccc3)CC2)c(S(=O)(=O)N2CCOCC2)c1	-0.25
O=C1NC2(CCCCC2)C(=O)N1CCS(=O)(=O)Oc1ccccc1	0.34
Clc1ccc(CSc2nnnn2-c2ccc3c(c2)OCO3)c(Cl)c1	-3.5*
Oc1ccc(Cl)cc1/C=N/c1nc2ccccc2[nH]1	-2.7
O=C(NCC1CCCO1)c1cc2n(n1)C(C(F)(F)F)CC(c1ccc(F)cc1)N2 (stereo not given)	-0.81
Cn1c(SCc2ccccc2)nnc1-c1c[nH]c2ccccc12	-0.052
Cc1ccc(C(=O)N2CCN(c3ccc(NC(=S)NC(=O)Cc4ccccc4)cc3)CC2)cc1	0.26
S=C(NCCC(c1ccccc1)c1ccccc1)Nc1ccc(Cl)cc1	-3*
CCN(CCCNC(=O)CC(C(=O)N1CCc2ccccc21)n1ccnc1)c1ccccc1 (stereo not given)	-4.6*
Cn1c(=N)c(S(=O)(=O)c2ccc(F)cc2)cc2c(=O)n3ccccc3nc21	2.3
CCCCOC(=O)CSc1nc2c(c(=O)[nH]c(=O)n2C)n1C/C=C(\C)Cl	-0.44
O=C(NCc1ccco1)c1ccc(CS(=O)(=O)Cc2ccc(F)cc2)o1	1.3

# Looked up by compound from the entries so far (two):
Molecule	Cav3 T inh
Clc1ccc(CSc2nnnn2-c2ccc3c(c2)OCO3)c(Cl)c1	-3.5*
Cc1ccccc1NC(=O)CSc1nnc(-c2ccoc2C)n1CCc1ccccc1	-2.5

# (more compounds)
Molecule	Cav3 T inh
COCCNC(=O)c1onc(CSc2ccccc2C)c1C(=O)O	0.51
COc1ccc(C2(O)CCN(CC(=O)Nc3nccs3)CC2)c(OC)c1	-4.7*
COc1cccc(S(=O)(=O)Nc2ccc(C(=O)N3CCN(C(=O)c4ccco4)CC3)cc2)c1	1.1
O=C(c1oc(=O)c2ccccc2c1-c1ccccc1)N1CCOCC1	-0.37
COc1ccc(S(=O)(=O)N2CC(C(=O)O)Oc3ccc(CC(=O)O)cc32)cc1 (stereo not given)	0.18
O=C(NCCCN1CCCC1=O)Nc1ccc(Cl)cc1	-1.5
CCCC(C(=O)Nc1nccs1)c1ccccc1 (stereo not given)	-2.8
Cn1c(NC(=O)C2CC2)cc(=O)n(C)c1=O	-0.44
N=c1n(Cc2ccccc2)c2ccccc2n1CC(O)c1ccccc1 (stereo not given)	0.0039
CCCC(=O)N1CCN(c2ccc(NC(=O)c3sc4ccccc4c3Cl)cc2)CC1	0.059
O=C(NCCc1ccccc1)c1ncn[nH]1	0.15
O=C(Cn1ccc2ccccc2c1=O)NCCC(=O)N1CCN(C2CCCCC2)CC1	0.14
CC1(C)c2ccccc2N2CC(=O)N(CC(N)=O)C21C (stereo not given)	0.46
Cc1cc(C)n(C(=O)c2nn(C)c(C)c2[N+](=O)[O-])n1	1.2
COc1ccc(C(=O)NCc2nnc(SCC(=O)N3CCCCC3)o2)cc1OC	1.4
COC(=O)CCC(=O)OC1(C)C(=O)C=C2C=C(C3CC3)N(Cc3ccco3)C=C2C1=O (stereo not given)	-0.54
Cc1onc(-c2ccccc2Cl)c1C(=O)Nc1ccc(-c2nnc3n2CCCCC3)cc1	0.16
O=C(Nc1ccccc1)C1CCN(C(=O)c2ccccc2)CC1	0.17
Cc1nnc(SCCCn2c(N3CCCCC3)nc3c2c(=O)[nH]c(=O)n3C)s1	1.5
NC(=O)CC(NC(=O)Cc1ccc(Br)cc1)c1ccc(NCCc2ccc(Cl)cc2)c([N+](=O)[O-])c1 (stereo not given)	-0.36
CC(C)(C)NC(=O)CSc1nc(O)cc(=O)n1-c1ccccc1	-0.83
